# Rac1 wt GTP bind – human Rac1 wildtype GTP binding, inhibitors and activators | AID 757 | P63000 | GST-Rac1 beads, fluorescent GTP binding, flow cytometry; actives lie on both sides; 0 = cold GTP competed, 100 = untreated | GTP binding activity (% of control), % at 10 µM | actives 0.27% (n = 190,000);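 active = GTP binding activity at least 20 points away from the 100% control level, either lower or higher; inconclusive = compound flagged as likely green fluorescent, judged across all proteins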
# Avidin fluor – avidin bead compound fluorescence profile; AID 1775; Avidin beads, compound fluorescence 488/530 nm, flow cytometry; stronger effect = higher value; actives 0.38% (n = 220,000); fluorescence (KMESF) at 10 µM; in the data active = fluorescence above about 47; note: inactives centre near 10
# Pf gamet viab – P. falciparum stage V gametocyte viability inhibition; P. falciparum stage V gametocytes, ATP luminescence, 24 h; inhibition, % at 10.9 µM; actives 0.065% (n = 150,000); AID 743093;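 active = inhibition above the mean plus 3 SD of compounds within the control limits, set per campaign, cut at about 38% in these data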;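 note: 0% = DMSO wells and 100% = medium only without gametocytes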
# Rab7 wt GTP bind – dog Rab7 wildtype GTP binding, inhibitors and activators; GST-Rab7 beads, fluorescent GTP binding, flow cytometry; actives lie on both sides; untreated = 100%, excess cold GTP = 0%; GTP binding activity (percent of control), % at 10 µM; actives 0.055% (n = 190,000); AID 758;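 active = fluorescent GTP binding to Rab7 beads changed by at least 20 points from the 100% baseline, either direction, mostly lower; inconclusive = compound itself probably fluorescent, or too few beads counted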;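 note: median green fluorescence of bound Bodipy-FL-GTP per Rab7 bead population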
# Cdc42 wt – changes GTP binding to wildtype human Cdc42; P60953; GST-Cdc42 beads, Bodipy-GTP binding, flow cytometry; actives lie on both sides; percent activity (GTP binding), % at 10 µM; actives 0.2% (n = 190,000);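 active = percent activity GTP binding at least 20 points away from the 100% baseline, either down as inhibitor or up as activator; inconclusive = compound flagged as likely green fluorescent from well-wide comparison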;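 note: median bead fluorescence of bound Bodipy-FL-GTP at 100 nM; 0% = excess unlabeled GTP control and 100% = no compound control; below 100% means less GTP binding so inhibitor and above means activator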
# Target sequence (P60953 whole entry, looked up): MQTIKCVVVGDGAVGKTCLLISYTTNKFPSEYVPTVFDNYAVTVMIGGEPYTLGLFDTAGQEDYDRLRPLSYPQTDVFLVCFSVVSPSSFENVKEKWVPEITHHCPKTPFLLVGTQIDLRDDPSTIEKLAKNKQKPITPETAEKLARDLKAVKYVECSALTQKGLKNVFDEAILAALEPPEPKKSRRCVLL
# Mcl1 Noxa PPI – Mcl-1/Noxa interaction inhibition. Q07820. actives 1.5% (n = 220,000). AID 1022. TR-FRET Mcl-1/Noxa peptide binding, 2 h. inhibition, % at 21.7 µM;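 active = compounds that cut the protein-peptide binding signal by more than 50% relative to plate controls in a single-dose test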;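 note: His-tagged Mcl-1 with rhodamine Noxa BH3 peptide and terbium anti-His antibody; 0% = Mcl-1 plus Noxa peptide wells and 100% = peptide-only wells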
# Target sequence (Q07820 whole entry, looked up): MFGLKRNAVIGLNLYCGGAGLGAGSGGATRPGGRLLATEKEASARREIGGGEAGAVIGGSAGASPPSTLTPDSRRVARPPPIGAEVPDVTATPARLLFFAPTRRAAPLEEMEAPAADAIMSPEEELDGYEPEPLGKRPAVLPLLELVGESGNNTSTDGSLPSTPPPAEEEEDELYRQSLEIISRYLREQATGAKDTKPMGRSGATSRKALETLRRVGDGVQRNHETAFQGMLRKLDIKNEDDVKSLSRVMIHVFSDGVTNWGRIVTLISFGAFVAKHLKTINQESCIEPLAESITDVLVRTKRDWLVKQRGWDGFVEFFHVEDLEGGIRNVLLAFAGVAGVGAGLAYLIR
# GSH fluor – GSH bead compound fluorescence profile. GSH beads flow cytometry, compound fluorescence 488/530 nm; stronger effect = higher value. fluorescence (KMESF) at 10 µM. actives 0.25% (n = 190,000). AID 1776; in the data active = fluorescence above about 89;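 note: glutathione beads carrying GST-tagged Bcl family fusion proteins plus one bare bead set; values are compound well signal with DMSO vehicle wells as background; inactives centre near 16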
# Mcl1 Bid PPI – Mcl-1/Bid interaction inhibition; TR-FRET Mcl-1/Bid-Dy647 peptide binding, 1536-well; AID 1021; Q07820; actives 0.97% (n = 220,000); inhibition, % at 21.7 µM;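 active = compounds that cut the binding signal by more than half at the single screening dose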;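 note: His-tagged Mcl-1 with europium anti-His antibody binding Bid BH3 peptide; 0% = Mcl-1 plus peptide wells and 100% = peptide-only wells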
# Rac1 mut GTP – human Rac1 activated mutant GTP binding change; P63000; GST-Rac1 activated beads, fluorescent GTP binding, flow cytometry; actives lie on both sides; 100% means binding = to untreated wells; percent activity (GTP binding), % at 10 µM; actives 0.11% (n = 190,000);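 active = GTP binding at least 20 percentage points away from the 100% baseline, in either direction, so actives lie on both sides; inconclusive = Compound likely fluorescent itself, or too few beads counted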
# Rab2A wt mod – changes GTP binding to wildtype dog Rab2A, up or down; GST-Rab2 wt beads, Bodipy-GTP binding, flow cytometry; GTP binding activity, % at 10 µM; actives 0.19% (n = 190,000);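 active = GTP binding activity at least 20 points away from 100%, either lowered or raised; inconclusive = signal likely due to the compound's own green fluorescence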;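 note: 0% = beads with excess unlabeled GTP and 100% = no-compound control corrected for plate trend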
# HRas wt GTP bind – changes GTP binding to wildtype human HRas | P01112 | GST-Ras wt beads, Bodipy-FL-GTP binding, flow cytometry; actives lie on both sides | GTP binding activity, % at 10 µM | actives 0.14% (n = 190,000);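 active = GTP binding activity at least 20% away from the 100% baseline, either lowered as inhibitor or raised as activator; inconclusive = flagged as likely green fluorescent, judged across all proteins in the well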;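 note: 0% = unlabeled GTP competition control and 100% = no-compound control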
# Target sequence (P01112 whole entry, looked up): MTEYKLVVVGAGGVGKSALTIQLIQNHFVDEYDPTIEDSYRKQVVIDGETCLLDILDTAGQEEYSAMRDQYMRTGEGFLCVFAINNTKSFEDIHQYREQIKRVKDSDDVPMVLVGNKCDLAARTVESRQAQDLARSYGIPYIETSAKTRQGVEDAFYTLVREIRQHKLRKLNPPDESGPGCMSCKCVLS
# The depositor's hits bear a star; u = inconclusive; x = not tested or not shown.
SMILES,Rac1 wt GTP bind,Avidin fluor,Pf gamet viab,Rab7 wt GTP bind,Cdc42 wt,Mcl1 Noxa PPI,GSH fluor,Mcl1 Bid PPI,Rac1 mut GTP,Rab2A wt mod,HRas wt GTP bind
Cc1cc(C)c2c(c1)NC(c1cc3c(cc1Br)OCO3)C1CC=CC21 (centres undefined),100,16,x,96,99,-2,17,-25,97,96,98
COc1ccc(C(=O)Nc2ccc3nc4n(c(=O)c3c2)CCCC4)cc1[N+](=O)[O-],104,4,x,106,101,-14,9,-2,98,106,101
Cc1cc(C(=O)Nc2sc(C)c(C)c2C#N)c(C)o1,103,7,1,99,100,2,31,-14,98,98,97
CN1CCN(S(=O)(=O)c2cccc(C(=O)N3CCc4ccccc43)c2)CC1,97,10,x,94,95,13,21,-20,94,98,96
CCc1ccccc1NC(=O)CCCSc1nc2ccccc2s1,102,13,0,100,98,-14,20,-13,94,95,97
O=C(OCCN1C(=O)CCC1=O)c1ccc(S(=O)(=O)N2CCCCC2)cc1,110,9,13,102,107,11,15,-6,102,101,102
CCCNCC1C(Oc2ccc(Cl)cc2)C(=O)N1c1ccccc1C (centres undefined),104,12,3,102,101,19,5,-13,99,101,102
O=C(NCCOc1ccccc1F)Nc1ccc(Br)cc1,96,8,-4,105,95,1,12,-42,93,95,97
COC(=O)c1nn(-c2ccc(OC)cc2)c(=O)cc1O,98,23,4,99,100,17,12,-19,97,98,100
O=c1cc(O)nc(SCc2ccccc2)n1-c1ccc(F)cc1,99,9,x,98,98,12,41,-115,98,97,98
O=C(Nc1cccc(S(=O)(=O)Nc2ccc(Cl)cc2)c1)c1cc2c(s1)CCCC2,99,13,x,96,98,-10,13,-15,99,99,99
COc1cccc(C2CC(c3ccccc3)=NN2S(=O)(=O)c2ccc(C)cc2)c1OC (centres undefined),u,8,3,u,u,4,30,-26,u,u,u
CCC(=O)c1ccc(OC(C)C(=O)NC2(C#N)CCCCC2)cc1 (centres undefined),95,9,-52,95,97,-24,12,-4,98,97,95
CSc1nc2nc(C(F)(F)F)cc(-c3ccccc3)n2n1,102,5,x,101,99,2,39,-3,99,101,101
CCC(CC)C(=O)Nc1cccc(C(=O)Nc2ccc(S(N)(=O)=O)cc2)c1,99,8,9,104,96,-1,17,-39,94,97,99
CNS(=O)(=O)c1cccc2cccnc12,u,25,x,u,u,2,31,-10,u,u,u
O=C(O)[C@H]1CCCC[C@H]1C(=O)NCCNC(=O)[C@@H]1CCCC[C@@H]1C(=O)O,105,6,-8,97,104,-3,25,-28,100,100,100
CCOC(=O)C(C(=O)OCC)N(C#N)c1nc(SC)nc(N(C)C)n1,101,11,x,101,97,14,14,23,99,102,99
Nc1nc(N2CCCCC2)nc2ccccc12,103,13,x,99,103,11,28,3,100,104,104
Cc1ccc(SCC(=O)N2CCOCC2)cc1,105,29,x,103,103,7,24,-7,99,100,98
CN(c1ccccc1)S(=O)(=O)c1cccc(C(=O)NNC(=O)c2ccccc2)c1,99,12,-5,104,95,8,13,-20,94,97,99
CC(=O)c1ccc(NC(=S)Nc2ccc3[nH]c(=O)[nH]c3c2)cc1,100,9,-25,102,100,9,12,-37,100,102,102
Cc1ccc(C)c(C(=O)COC(=O)c2cccc(N3C(=O)c4c(C)nc5ccccc5c4C3=O)c2)c1,107,15,x,101,101,2,11,-18,100,100,103
O=C(Nc1ccccc1Cl)NC1(C(=O)NCCCN2CCOCC2)CCCCC1,91,11,x,93,95,2,14,-9,91,98,95
CCOC(=O)C1CCCN(C(=S)NC2CCCC2)C1 (centres undefined),104,15,-12,103,106,8,12,-34,97,105,104
Cc1cc(NC(=O)CSc2nncc(=O)n2N)no1,100,7,3,99,96,10,10,-32,97,96,98
C/C(CC(=O)NC(C)C)=N\NC(=O)COc1cc(C)c(Br)cc1Br,100,15,-3,96,98,21,15,1,100,98,97
CC[N+](CC)(CC#Cc1ccccc1)CC(=O)c1ccc(Cl)cc1,105,3,10,98,101,3,10,-24,100,101,101
O=C(Cn1cc(/C=N/NC(=O)c2cccc(C(F)(F)F)c2)c2ccccc21)Nc1ccc(F)cc1,u,15,x,u,u,-1,9,6,u,u,u
Cc1c(C(=O)c2cccc(F)c2)c2ccccn2c1CCC#N,98,6,-11,94,96,-30,20,-12,97,97,97
CCN(CC)c1ccc(/C=N/NC(=S)NCc2ccco2)cc1,95,3,30,100,99,7,7,-15,96,100,100
O=C(NCc1ccccn1)c1nnc(Cc2ccc(Cl)cc2)o1,102,6,x,100,103,7,12,2,99,101,99
Cc1[nH]c2ccccc2c1C(=O)CN1CCCCC1C (centres undefined),110,12,x,102,108,15,16,-75,102,100,104
S=c1[nH]c(-c2ccc(Br)cc2)cn1CCc1ccccc1,102,7,-9,94,100,5,18,-31,98,98,96
Cc1cc(C)n2nc(SCc3nnc(-c4cccs4)o3)nc2n1,99,25,-7,100,97,-3,22,-8,95,98,98
COc1cccc(NC(=S)/C(=C(\[O-])c2cc(C)n(-c3ccccc3F)c2C)[n+]2ccc(N(C)C)cc2)c1,100,10,x,104,98,20,14,-27,95,99,98
O=C1NC(=O)C2(COC(c3ccncc3)OC2)S1 (centres undefined),98,10,-12,98,98,10,11,-13,98,96,99
COc1ccc(C(=O)Nc2cccc(C(=O)N3CCN(C)CC3)c2)cc1,99,9,1,100,98,13,14,-18,97,98,97
CCCCc1c(O)nc(SCC(=O)N2CCOCC2)[nH]c1=O,93,8,14,96,96,6,52,-19,93,93,95
CCOC(=O)C1CCN(C(=O)c2sc3nc(-c4ccc(F)cc4)cn3c2C)CC1,109,13,15,100,108,2,69,-32,101,107,107
O=C(CSc1nnc(Cc2cc(=O)[nH]c(=O)[nH]2)n1-c1ccc(Cl)cc1)N1CCc2ccccc21,96,21,x,100,96,-36,8,-23,95,95,96
Cc1ccccc1NC(=O)c1cn(-c2ccccc2)nc1-c1ccccc1,101,11,7,100,99,19,13,-9,100,99,100
Cn1c(Cc2ccccc2)nnc1SCC(=O)c1ccc(Br)s1,98,5,15,99,99,16,25,10,96,98,97
COc1ccc(OC)c(NC(=O)Nc2ccccc2C)c1,102,5,x,98,100,3,34,-10,98,99,99
COc1ccc2cc(/C=C/C(=O)c3ccco3)c(Cl)nc2c1,103,4,x,98,98,24,25,6,99,96,97
COc1ccc(CCC(=O)N2CCN(C3CCCCC3)CC2)cc1,103,29,-4,95,99,-9,18,-8,99,99,99
CCC(C)NCCOc1cccc(Br)c1 (centres undefined),103,10,-9,97,102,29,11,11,100,96,97
CC(C)CC(=O)NC1(C(F)(F)F)C(=O)N(Cc2ccccc2)C2=C1C(=O)CC(C)(C)C2 (centres undefined),94,35,-17,95,96,19,13,0,92,93,97
O=C(O)c1ccc(N2Cc3ccccc3C2)cc1O,99,14,x,96,100,34,21,-36,98,100,101
O=C(Cc1ccccc1)NCCCc1ccccc1,100,4,-6,96,96,18,27,-22,97,97,95
O=C(O)c1ccc(S(=O)(=O)c2ccccc2)cc1,101,21,-15,98,103,16,25,22,100,99,99
O=C1ON=C(c2ccccc2)/C1=C/c1ccc(OS(=O)(=O)c2ccccc2)cc1,101,13,-3,99,101,72*,9,18,100,96,97
COc1ccc(S(=O)(=O)NCCSC(C)(C)C)cc1Cl,105,14,x,103,96,1,14,-23,97,99,99
COc1cc(S(=O)(=O)N2CCN(Cc3ccccc3)CC2)ccc1Br,105,9,-8,105,100,-6,8,-13,97,100,103
Cc1cc(C)nc(NC(=O)CSc2nc3ccccc3o2)n1,105,8,14,101,102,18,46,-9,100,101,103
COc1ccc(S(=O)(=O)n2nc(OC(=O)c3ccccc3Br)cc2N)cc1,97,20,3,99,94,17,23,9,96,95,94
COc1ccc(CNC(=O)c2cc(C3CC3)on2)cc1,107,7,x,101,103,19,21,-19,99,103,102
Cc1ccc(Nc2ccc(S(=O)(=O)N3CCOCC3)cc2[N+](=O)[O-])c(C)c1,100,12,x,95,101,23,13,-33,99,100,98
O=C1CC(N2CCOCC2)C(=O)N1c1cc(Cl)cc(Cl)c1 (centres undefined),107,15,14,99,106,-5,9,-32,104,102,103
CN(C(=O)c1ccncc1)c1nnc(-c2ccncc2)s1,105,6,x,101,103,3,18,-7,99,100,100

# Limited to Rac1 mut GTP, Cdc42 wt and Mcl1 Noxa PPI, for some of the entries so far:
Molecule | Rac1 mut GTP | Cdc42 wt | Mcl1 Noxa PPI
COc1ccc(OC)c(NC(=O)Nc2ccccc2C)c1 | 98 | 100 | 3
COc1ccc2cc(/C=C/C(=O)c3ccco3)c(Cl)nc2c1 | 99 | 98 | 24

# (cont.)
SMILES,Rac1 wt GTP bind,Avidin fluor,Pf gamet viab,Rab7 wt GTP bind,Cdc42 wt,Mcl1 Noxa PPI,GSH fluor,Mcl1 Bid PPI,Rac1 mut GTP,Rab2A wt mod,HRas wt GTP bind
O=C1C2CCCN2c2ccc(S(=O)(=O)N3CCOCC3)cc2N1Cc1cccc(C(F)(F)F)c1 (centres undefined),106,30,x,99,105,-47,23,-19,101,102,103
COC(=O)CN1C(=O)Nc2ccc(Br)cc2C1c1ccccc1 (centres undefined),106,8,x,101,102,4,19,-2,95,96,101
N#Cc1cn(-c2ccccc2)nc1-c1ccco1,107,12,-2,100,104,7,29,-1,100,101,102
COc1ccccc1Nc1nnc(SCC(=O)c2cc(C)n(CC3CCCO3)c2C)s1 (centres undefined),102,8,x,98,101,17,12,-27,96,98,99
O=C(OCC(=O)N1CCCC1=O)C1COc2ccccc2O1 (centres undefined),97,12,24,96,95,58*,12,-3,95,94,96
CC(=O)OC(C(=O)NC1CCCCC1)c1ccncc1 (centres undefined),105,39,9,98,104,17,29,8,98,99,97
O=C(c1ccc(Cl)cc1)c1ccc(OCC(=O)N2CCOCC2)cc1,102,22,1,101,100,18,17,-12,98,100,100
COc1ccccc1NC(=O)N1CCCC1,103,10,2,104,101,2,14,0,93,104,101
N#Cc1nc(-c2cccs2)oc1NCc1ccccc1,92,24,x,95,95,4,14,-10,93,94,94
Cc1cccc(OCCNC(=S)NC(=O)c2cccnc2)c1,105,6,x,99,103,9,10,-6,103,102,103
Cc1cccc2cc(CN(CC3CCCO3)C(=S)NCc3ccco3)c(=O)[nH]c12 (centres undefined),104,5,-23,100,104,17,9,-54,102,104,102
O=C1C2C3C=CC(C3)C2C(=O)N1c1n[nH]c(-c2ccccc2)n1 (centres undefined),103,37,-17,100,101,10,19,-27,98,98,100
COc1ccc(-n2c(=O)c(CCC(=O)N(C)Cc3ccccc3C)nc3ccccc32)cc1,94,9,-17,95,93,21,23,-16,97,95,93

# High-throughput results deposited in PubChem BioAssay by several laboratories.
